TDP1 cell noCPT: qHTS for Inhibitors of human tyrosyl-DNA phosphodiesterase 1 (TDP1): qHTS in cells in absence of CPT | DT40 Tdp1-/- hTDP1 cells, no CPT, ATP luminescence, 48 h | Potency, µM (top dose mostly 46.2 µM), inactives show top-dose activity change, negative = growth inhibition, actives largely listed as inhibitors | 420,000 tested, 15% active | AID 686978, 2013; also: nearly all actives have a fitted effect of over 55% in size
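Camptothecin absent (DMSO only). Human TDP1-complemented DT40 knockout cells, 400 cells/well, 37 °C for minimum 48 hr; ATP measured via CellTiter-Glo, 30 min dark incubation, luminescence.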
TDP1 block: blocks human tyrosyl-DNA phosphodiesterase 1; 350,000 tested, 0.28% active; Potency, µM (highest dose often 130 µM), for the others: top-dose activity change, negative = inhibition, most hits filed as inhibitors; Q9NUW8; recombinant TDP1, AlphaScreen DNA substrate cleavage; AID 485290; also: nearly all actives have a fitted effect of over 40% in size
Target sequence (Q9NUW8 whole entry, looked up): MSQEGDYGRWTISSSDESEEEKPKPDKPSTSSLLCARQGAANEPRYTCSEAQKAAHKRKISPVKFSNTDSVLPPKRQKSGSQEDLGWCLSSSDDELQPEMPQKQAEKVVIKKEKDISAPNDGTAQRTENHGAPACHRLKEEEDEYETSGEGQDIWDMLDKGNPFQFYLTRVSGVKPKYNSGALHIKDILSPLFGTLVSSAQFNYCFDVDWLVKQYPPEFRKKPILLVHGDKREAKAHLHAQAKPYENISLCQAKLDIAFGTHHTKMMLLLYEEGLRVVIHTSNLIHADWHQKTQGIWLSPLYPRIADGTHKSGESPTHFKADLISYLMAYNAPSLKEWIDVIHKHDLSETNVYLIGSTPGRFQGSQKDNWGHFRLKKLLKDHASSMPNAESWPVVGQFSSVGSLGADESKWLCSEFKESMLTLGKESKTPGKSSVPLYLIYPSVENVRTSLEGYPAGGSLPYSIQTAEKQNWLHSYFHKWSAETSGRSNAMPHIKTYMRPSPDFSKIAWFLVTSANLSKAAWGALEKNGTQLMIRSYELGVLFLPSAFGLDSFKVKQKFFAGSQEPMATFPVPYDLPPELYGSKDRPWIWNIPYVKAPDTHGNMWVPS
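AlphaScreen read-out: signal falls as enzyme removes the 3' tyrosine-FITC from a 5'-biotinylated DNA oligo (15 nM, 5 min, RT). Enzyme was E. coli-made recombinant Tdp1 at 1 nM, exposed to compound for 15 min beforehand; beads 10 ug/ml, 10 min.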
DT40 TDP1 CPT: DT40-hTDP1 cell growth loss with CPT; chicken DT40 Tdp1-/-;hTDP1 cells + 20 nM CPT, ATP luminescence, 48 h; Potency, µM (series often up to 46.2 µM), inactives show at the top dose activity change, negative = growth inhibition, hits mostly inhibitors; 420,000 tested, 12% active; AID 686979; also: nearly all actives have a fitted effect of over 55% in size
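Chicken DT40 Tdp1-/- cells complemented with human TDP1, 400 cells/well, exposed to compounds plus 20 nM camptothecin for at least 48 h at 37 C; viability read as ATP content by CellTiter-Glo luminescence.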
Numbers without * were called inactive. Calls follow the shape of the dose curve; as a rule, active = well fitted curve in the direction sought with a large enough effect; inconclusive = small, poorly fitted or top-dose-only effect, or another doubt; inactive = no such curve, though single readings can be large; an effect the other way counts as inactive or inconclusive. % is scaled to controls: 0 for no effect and ±100 for the full control effect; potency is read from the fitted curve at half-maximal effect.

Screening CCNc1ncc2nc(-c3cn(C)c4ccccc34)c(=O)n(-c3ccccc3)c2n1 returned TDP1 cell noCPT -5% and DT40 TDP1 CPT 5%.
`COC(C[C@@H]1O[C@H]1[C@@H](O)COCc1ccccc1)OC` gave TDP1 cell noCPT 10%, TDP1 block 5% and DT40 TDP1 CPT 6%.
CCOC(=O)Cn1nc(/C=C/c2ccccc2)ccc1=O was read as TDP1 cell noCPT -16%, TDP1 block -4% and DT40 TDP1 CPT -19%.
`CC(=O)Nc1ccc(N(C(=O)c2cnccn2)C(C(=O)NC2CCCCC2)c2ccc(O)cc2)cc1` (centres undefined) gave TDP1 cell noCPT -3%, TDP1 block 5% and DT40 TDP1 CPT -25%.
C/C=C/c1ccc(OCCCCOc2ccc(OC)cc2)c(OC)c1 was read as TDP1 cell noCPT -23%, TDP1 block 3% and DT40 TDP1 CPT -14%.
COc1ccccc1-n1c(SCC(=O)OC(C)C)nc2cccnc21 was read as TDP1 cell noCPT 22% and DT40 TDP1 CPT 0%.
`Cc1nc(NC(=S)NC(=O)COc2ccc(Cl)cc2)ccc1Br` gave TDP1 cell noCPT inconclusive, TDP1 block 1% and DT40 TDP1 CPT inconclusive.
`O=S(=O)(c1cccc2cccnc12)N1CCN(Cc2ccccc2)CC1` gave TDP1 cell noCPT -8%, TDP1 block 6% and DT40 TDP1 CPT 4%.
CC(=O)c1c(C)[nH]c(C(=O)Nc2cccc(S(=O)(=O)N3CCCCC3)c2)c1C was read as TDP1 cell noCPT 15µM*, TDP1 block 6% and DT40 TDP1 CPT inconclusive.
c1ccn(-c2ccc(N3CCOCC3)cc2)c1 was read as TDP1 cell noCPT 2%, TDP1 block 0% and DT40 TDP1 CPT -7%.
O=C(NCCSCc1ccco1)Nc1cccc(Cl)c1 was read as TDP1 cell noCPT inconclusive, TDP1 block 7% and DT40 TDP1 CPT inconclusive.
COc1ccc(NC(=O)c2c(NCc3cccs3)sc3c2CCCCC3)c(OC)c1 was read as TDP1 cell noCPT 15µM*, TDP1 block 8% and DT40 TDP1 CPT inconclusive.
For Cc1cccc(C(=O)Nc2nc(-c3nnn(-c4cc(F)ccc4F)c3C)ns2)c1 the results were TDP1 cell noCPT inconclusive, TDP1 block 3% and DT40 TDP1 CPT inconclusive.
Screening CC1CCN(CCCNC(=O)c2cc3c(Cl)nc4ccccc4c3s2)CC1 returned TDP1 cell noCPT inconclusive, TDP1 block 0% and DT40 TDP1 CPT inconclusive.
For C=CCn1c(=O)c(C(=O)Nc2ccc(C)cn2)c(O)c2ccccc21 the results were TDP1 cell noCPT 18µM* and DT40 TDP1 CPT inconclusive.
Screening O=C(CSc1ccccn1)Nc1ccc(Cl)cn1 returned TDP1 cell noCPT -26%, TDP1 block -5% and DT40 TDP1 CPT inconclusive.
Screening NC(=O)NC(=O)COC(=O)c1ccc(OC(F)F)cc1 returned TDP1 cell noCPT -1%, TDP1 block 5% and DT40 TDP1 CPT -7%.
`COc1cc(C2NC(=S)NC(C)=C2C(=O)Nc2cc(C)cc(C)c2)ccc1O` (centres undefined) gave TDP1 cell noCPT 21%, TDP1 block 6% and DT40 TDP1 CPT -5%.
For Cc1ccccc1N1C(=S)NC2c3ccccc3OC1(C)C2C(=O)N(C)C (centres undefined) the results were TDP1 cell noCPT -20%, TDP1 block 0% and DT40 TDP1 CPT 1%.
`O=C(OC(C(=O)NCc1ccc(F)cc1)c1ccccc1)c1ccco1` (centres undefined) gave TDP1 cell noCPT -17% and DT40 TDP1 CPT 16%.
For Nc1cc(OCC(F)(F)F)cc(OCC(F)(F)F)c1 the results were TDP1 cell noCPT -2%, TDP1 block 3% and DT40 TDP1 CPT -5%.
For O=C(COC(=O)c1c(Cl)ccc(Cl)c1Cl)NCC1CCCO1 (centres undefined) the results were TDP1 cell noCPT -22%, TDP1 block 0% and DT40 TDP1 CPT -15%.
O=C(CSc1ncccn1)NNC(=O)c1ccccc1 was read as TDP1 cell noCPT 17% and DT40 TDP1 CPT -7%.
CCOC(=O)CSc1nc(-c2ccncc2)ccc1C#N was read as TDP1 cell noCPT inconclusive, TDP1 block 0% and DT40 TDP1 CPT -22%.

Arranged by length of the SMILES (rising): some entries from above
Screening O=C(CSc1ccccn1)Nc1ccc(Cl)cn1 returned TDP1 cell noCPT -26%, TDP1 block -5% and DT40 TDP1 CPT inconclusive.
O=C(CSc1ncccn1)NNC(=O)c1ccccc1 was read as TDP1 cell noCPT 17% and DT40 TDP1 CPT -7%.
For Nc1cc(OCC(F)(F)F)cc(OCC(F)(F)F)c1 the results were TDP1 cell noCPT -2%, TDP1 block 3% and DT40 TDP1 CPT -5%.
For O=C(COC(=O)c1c(Cl)ccc(Cl)c1Cl)NCC1CCCO1 (centres undefined) the results were TDP1 cell noCPT -22%, TDP1 block 0% and DT40 TDP1 CPT -15%.
`COC(C[C@@H]1O[C@H]1[C@@H](O)COCc1ccccc1)OC` gave TDP1 cell noCPT 10%, TDP1 block 5% and DT40 TDP1 CPT 6%.
Screening CC1CCN(CCCNC(=O)c2cc3c(Cl)nc4ccccc4c3s2)CC1 returned TDP1 cell noCPT inconclusive, TDP1 block 0% and DT40 TDP1 CPT inconclusive.
COc1ccc(NC(=O)c2c(NCc3cccs3)sc3c2CCCCC3)c(OC)c1 was read as TDP1 cell noCPT 15µM*, TDP1 block 8% and DT40 TDP1 CPT inconclusive.
For Cc1cccc(C(=O)Nc2nc(-c3nnn(-c4cc(F)ccc4F)c3C)ns2)c1 the results were TDP1 cell noCPT inconclusive, TDP1 block 3% and DT40 TDP1 CPT inconclusive.
`CC(=O)Nc1ccc(N(C(=O)c2cnccn2)C(C(=O)NC2CCCCC2)c2ccc(O)cc2)cc1` (centres undefined) gave TDP1 cell noCPT -3%, TDP1 block 5% and DT40 TDP1 CPT -25%.

Next records follow.
Cn1c(NC(=O)c2ccccc2F)cc(=O)n(C)c1=O was read as TDP1 cell noCPT -1%, TDP1 block -4% and DT40 TDP1 CPT 0%.
O=c1c2ccccc2c2ccccc2c(=O)n1Cc1ccc2c(c1)OCO2 was read as TDP1 cell noCPT inconclusive and DT40 TDP1 CPT inconclusive.
O=C(Cc1ccccc1Cl)Nc1cccc(S(=O)(=O)N2CCOCC2)c1 was read as TDP1 cell noCPT inconclusive, TDP1 block 0% and DT40 TDP1 CPT -19%.
For Cc1ccc(CNC(=O)C2CC(=O)N(C3CCCCCC3)C2)cc1 (centres undefined) the results were TDP1 cell noCPT 19%, TDP1 block 5% and DT40 TDP1 CPT 10%.
`COc1ccc(C(=O)NC2CCCCC2)cc1S(=O)(=O)N1CCCC1` gave TDP1 cell noCPT -25%, TDP1 block 0% and DT40 TDP1 CPT -17%.
For O=C(COc1ccc2ccc(=O)oc2c1)N1CC[C@@]2(O)CCCC[C@H]2C1 the results were TDP1 cell noCPT 0% and DT40 TDP1 CPT -2%.
Screening O=C(CCC(=O)c1ccc(Oc2ccccc2)cc1)Nc1ccc(Cl)cc1Cl returned TDP1 cell noCPT -30% and DT40 TDP1 CPT inconclusive.
`CN(C)c1ccc(C(=O)OCC(=O)c2ccc[nH]2)cc1` gave TDP1 cell noCPT -1%, TDP1 block -23% and DT40 TDP1 CPT -3%.
`Cc1ccc(S(=O)(=O)Nc2cc(C(F)(F)F)ccc2N2CCOCC2)c(C)c1` gave TDP1 cell noCPT inconclusive, TDP1 block 2% and DT40 TDP1 CPT inconclusive.
Screening CCN1C(=O)[C@H]2[C@H]3CN=C(SC)N3[C@@](C)(C(=O)OC)[C@H]2C1=O returned TDP1 cell noCPT 0% and DT40 TDP1 CPT -6%.
`COC(=O)Cc1c(C)c2ccc(OC(=O)c3ccccc3)cc2oc1=O` gave TDP1 cell noCPT -13%, TDP1 block 6% and DT40 TDP1 CPT inconclusive.
For CNS(=O)(=O)c1cc(NC(C)=O)c(C)cc1C the results were TDP1 cell noCPT -11%, TDP1 block 0% and DT40 TDP1 CPT -16%.
Screening O=C(Nc1ccc(F)cc1)NC1CCCc2ccccc21 (centres undefined) returned TDP1 cell noCPT -2%, TDP1 block 2% and DT40 TDP1 CPT -25%.
For COc1ccc(/C=N/Nc2nc(-c3cccc(S(=O)(=O)N4CCCC4)c3)cs2)c(OC)c1 the results were TDP1 cell noCPT inconclusive, TDP1 block 5% and DT40 TDP1 CPT -56%.
For O=C(Nc1ccc(CN2CCCCC2)cc1)c1cccc(F)c1 the results were TDP1 cell noCPT 13%, TDP1 block -5% and DT40 TDP1 CPT 12%.
CCCNC(=O)C1(C)CCN(C(=O)c2cccc(C(F)(F)F)c2)C1 (centres undefined) was read as TDP1 cell noCPT -1% and DT40 TDP1 CPT 0%.
Screening CC(C)CCNC(=O)c1ccc(CSCc2cccc(F)c2)o1 returned TDP1 cell noCPT -29%, TDP1 block 2% and DT40 TDP1 CPT inconclusive.
O=C(O)CCc1ccc(-c2cccs2)n1CC1CCCO1 (centres undefined) was read as TDP1 cell noCPT -4%, TDP1 block 2% and DT40 TDP1 CPT 0%.
`CC(C)N(c1ccccc1)c1ncnc(NCCC(=O)O)c1[N+](=O)[O-]` gave TDP1 cell noCPT -3%, TDP1 block 0% and DT40 TDP1 CPT -14%.
Screening O=C(NC1CCCC1)c1ccc(S(=O)(=O)N2CCCC2)cc1 returned TDP1 cell noCPT -10%, TDP1 block 0% and DT40 TDP1 CPT -11%.
For CC(C)c1nc(SCC(=O)Nc2ccc3c(c2)OCO3)n[nH]1 the results were TDP1 cell noCPT -11%, TDP1 block -1% and DT40 TDP1 CPT -7%.
For CC1=C(C(=O)OCC2CCCO2)C(c2cccc(C(F)(F)F)c2)C2=C(CC(c3ccco3)CC2=O)N1 (centres undefined) the results were TDP1 cell noCPT inconclusive, TDP1 block 1% and DT40 TDP1 CPT inconclusive.
Screening COc1ccc(C2=NN(S(C)(=O)=O)C(c3cn(-c4ccccc4)nc3-c3cccs3)C2)cc1 (centres undefined) returned TDP1 cell noCPT -2%, TDP1 block 7% and DT40 TDP1 CPT 10%.
Screening CCOC(=O)c1ccc(NC(=O)CC2Sc3ccc(C(F)(F)F)cc3NC2=O)cc1 (centres undefined) returned TDP1 cell noCPT inconclusive and DT40 TDP1 CPT inconclusive.
COc1cc(C2C(C#N)=C(N)OC3=C2C(=O)CCC3)cc(OC)c1OC(=O)N1CCOCC1 (centres undefined) was read as TDP1 cell noCPT -10%, TDP1 block 5% and DT40 TDP1 CPT -4%.
`CCC(C)(C)n1nnnc1C(c1cccnc1)N1CCCC(C)C1` (centres undefined) gave TDP1 cell noCPT -16%, TDP1 block 1% and DT40 TDP1 CPT -1%.
`C=CCN1C(=O)c2ccc(C(=O)N3CCN(S(=O)(=O)c4ccc(C(C)C)cc4)CC3)cc2C1=O` gave TDP1 cell noCPT -17%, TDP1 block 0% and DT40 TDP1 CPT 10%.
CCOc1ccc(C(=O)NC(=S)Nc2ccc(NC(=O)C(C)C)cc2)cc1[N+](=O)[O-] was read as TDP1 cell noCPT 6%, TDP1 block 3% and DT40 TDP1 CPT -16%.
For CCOC(=O)N1CCN(S(=O)(=O)c2ccc3c(c2)CCN3C(=O)CC)CC1 the results were TDP1 cell noCPT inconclusive, TDP1 block -2% and DT40 TDP1 CPT -29%.
`Cc1cccc(C)c1NC(=O)c1cc(S(=O)(=O)N2CCOCC2)cn1C` gave TDP1 cell noCPT 3% and DT40 TDP1 CPT 9%.
`O=C(COC(=O)c1cccnc1Cl)NC(=O)c1ccc(OC(F)F)cc1` gave TDP1 cell noCPT -5%, TDP1 block -2% and DT40 TDP1 CPT 5%.
COc1cccc(NC(=O)C2CCCN2C(=O)NC2CCCCC2)c1 (centres undefined) was read as TDP1 cell noCPT 13% and DT40 TDP1 CPT 10%.
For CC(C)N(CC#CC(O)(c1ccccc1)c1ccccc1)CCO the results were TDP1 cell noCPT 3%, TDP1 block 1% and DT40 TDP1 CPT -3%.
`CCCCn1c(N)c(N(CCOC)C(=O)COC(=O)c2ccccc2NCCO)c(=O)[nH]c1=O` gave TDP1 cell noCPT 21% and DT40 TDP1 CPT -3%.
CN(c1ccc(O)cc1)c1nc(-c2cccs2)cs1 was read as TDP1 cell noCPT inconclusive, TDP1 block 3% and DT40 TDP1 CPT -16%.
Screening COc1ccccc1-c1cncnc1N(C)Cc1ccco1 returned TDP1 cell noCPT -22% and DT40 TDP1 CPT 12%.
For CCCNC(=O)CN1CCN(c2ccc(NC(=O)c3ccc(OC)cc3)cc2C(=O)O)CC1 the results were TDP1 cell noCPT -8%, TDP1 block 0% and DT40 TDP1 CPT -14%.
`c1ccc(CNc2nc(-c3ccccc3)nc3ccccc23)cc1` gave TDP1 cell noCPT -20% and DT40 TDP1 CPT -18%.
`Cc1nccnc1Sc1ccccc1` gave TDP1 cell noCPT 3% and DT40 TDP1 CPT -2%.
